GALR2 antag: antagonists of human galanin receptor 2 (GALR2) | GALR2-expressing cells, antagonist mode | inhibition, % at 4 µM | 140,000 compounds, 0.39% hits; in the data active = inhibition above about 27%;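 also: cells stimulated with galanin 1-16 at roughly its EC80; 0% = agonist challenge control and 100% = basal control without agonist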
Target sequence (O43603 whole entry, looked up): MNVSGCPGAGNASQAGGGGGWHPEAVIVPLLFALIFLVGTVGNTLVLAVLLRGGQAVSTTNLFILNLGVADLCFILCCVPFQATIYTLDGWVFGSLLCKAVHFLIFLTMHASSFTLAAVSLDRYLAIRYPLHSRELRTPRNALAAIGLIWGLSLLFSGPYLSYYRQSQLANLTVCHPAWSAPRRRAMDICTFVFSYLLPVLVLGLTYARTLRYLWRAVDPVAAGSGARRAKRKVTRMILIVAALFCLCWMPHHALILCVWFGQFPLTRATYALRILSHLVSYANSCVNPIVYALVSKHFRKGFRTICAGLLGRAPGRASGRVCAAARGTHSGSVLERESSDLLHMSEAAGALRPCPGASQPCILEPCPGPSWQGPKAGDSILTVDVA
PTEN del growth: growth suppressors of cells with PTEN tumor suppressor deletion; viability, % at 10 µM; 140,000 compounds, 1.2% hits; HCT116 PTEN-null viability, CellTiter-Glo, 60 h; hits give low values;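 active = viability at or below a set limit, 4 SD under the median of all tested compounds, cut at about 3.7% in these data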;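 also: PTEN knockout HCT116 line with beta catenin targeted HCT116 as companion control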
E-sel TNF inh: blocks E-selectin expression induced by TNF alpha; HUVEC TNFa-induced E-selectin immunofluorescence, high content; inhibition, % at 2 µM; 120,000 compounds, 0.71% hits; AID 1246;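 active = inhibition above the batch mean plus 3 SD, and confirmed as a hit on visual image review, cut at about 43% in these data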;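 also: 0% = TNF-stimulated DMSO wells and 100% = unstimulated control wells; not every result past the cut was called active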
Measles CPE: protection of cells from measles virus | 140,000 compounds, 1.5% hits | Measles virus-infected cells, CPE protection, absorbance | AID 841 | protection (pct of control), % at 4 µM; in the data active = protection mostly above about 24%, no sharp cut-off; inactive = mostly below about 26%; also: some compounds called inactive have numbers as strong as hits
MRP1 act: MRP-1 activation; 140,000 compounds, 0.61% hits; AID 799; viability increase, % at 10 µM; H69AR cells + doxorubicin, viability rescue, CellTiter-Glo;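 active = viability gain under doxorubicin at or above a set limit, the compound median plus 3 SD, cut at about 4.7% in these data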;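 also: MRP-1 overexpressing cells given doxorubicin 25 µM after compound pretreatment; 18-22 h compound pretreatment then 72 h with doxorubicin before readout; 0% = doxorubicin-only wells and 100% = vehicle-treated cells without doxorubicin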
Phagocyt inh: inhibitors of macrophage phagocytosis. inhibition, % at 5 µM. J774A.1 macrophage IgG-bead phagocytosis, imaging. 110,000 compounds, 0.07% hits. AID 1029;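 active = inhibition above the mean of the plate negative controls plus 5 SD, cut at about 13% in these data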;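 also: phagocytic index as fraction of beads internalized from green versus red external bead signal; plate controls were DMSO negative control for no effect and cytochalasin-D positive control for full effect; some results beyond the cut were filed as inactive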
bCat KO growth: beta-catenin-lacking colon tumor cell growth suppression; viability, % at 10 µM; 140,000 compounds, 1.5% hits; HCT116 beta-catenin knockout viability, CellTiter-Glo, 60 h; hits give low values;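 active = viability at or under a set limit, the compound median less 4 SD, cut at about 6% in these data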;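 also: 0% = Hyamine 1622 control at 20 µM and 100% = untreated cell control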
NPY-Y2 antag: blocks the human neuropeptide Y Y2 receptor; P49146; NPY-Y2 expressing cells, antagonist mode; 140,000 compounds, 0.99% hits; AID 793; inhibition, % at 2.7 µM; in the data active = inhibition above about 17%;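 also: 0% = vehicle with agonist challenge and 100% = reference antagonist with challenge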
Target sequence (P49146 whole entry, looked up): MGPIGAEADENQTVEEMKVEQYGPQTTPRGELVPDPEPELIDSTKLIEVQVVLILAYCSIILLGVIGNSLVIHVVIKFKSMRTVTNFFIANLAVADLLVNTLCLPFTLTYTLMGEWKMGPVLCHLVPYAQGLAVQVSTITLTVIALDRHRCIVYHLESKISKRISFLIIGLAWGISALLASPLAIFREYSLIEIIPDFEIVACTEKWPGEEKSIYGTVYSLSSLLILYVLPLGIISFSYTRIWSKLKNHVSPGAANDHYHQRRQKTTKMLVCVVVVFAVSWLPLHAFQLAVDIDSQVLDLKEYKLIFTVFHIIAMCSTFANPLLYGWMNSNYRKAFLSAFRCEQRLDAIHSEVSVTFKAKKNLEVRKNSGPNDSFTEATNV
Yeast growth inh: reduces growth of yeast BB579 in restrictive medium; inhibition, % at 10 µM; S. cerevisiae BB579 growth, OD615, 48 h; 140,000 compounds, 0.51% hits; AID 804;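 active = inhibition above a set limit, 3 SD over the mean compound inhibition, cut at about 44% in these data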; also: inactives centre near -24
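Assay system: S. cerevisiae DeaD strain BB579 yeast. Medium: CSMM-D restrictive synthetic medium containing dextrose (glucose). Times: 4 h cell preincubation, 48 h compound exposure, 30 °C humidified. Signal: OD615 turbidity measurement. Benchmarks: positive control amphotericin B 10 µg/mL.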
Yeast lifespan up: yeast lifespan extension. S. cerevisiae growth with nicotinamide, OD615; deaD strain in restrictive glucose medium. inhibition of the nicotinamide effect, % at 10 µM. AID 775. 130,000 compounds, 0.68% hits;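 active = inhibition above a set limit, placed 3 SD over the median of all compounds, cut at about 26% in these data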;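 also: 0% = nicotinamide-treated wells and 100% = cells grown without nicotinamide; some compounds called inactive have numbers as strong as hits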
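System: Modified budding yeast, DeaD strain | Buffer or medium: Restrictive glucose medium | Also added: 1.5 mM nicotinamide | Doses: 10 µM single point, 0.25% DMSO | Schedule: 48 h compound exposure at 30 °C, humidified | Detection: Absorbance at 615 nm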
The depositor's hits bear a star; / = not tested or not shown.

SMILES	GALR2 antag	PTEN del growth	E-sel TNF inh	Measles CPE	MRP1 act	Phagocyt inh	bCat KO growth	NPY-Y2 antag	Yeast growth inh	Yeast lifespan up
O=C(Nc1cc(C(F)(F)F)ccc1Cl)C(NCc1ccccc1)c1ccccc1 (configuration not stated)	-8.1	72.0	-20.1	2.1	-3.4	-4.2	71.4	15.8	-13.4	2.1
COCC(C)OC(=O)/C(C#N)=C\c1coc2ccc(C)cc2c1=O (configuration not stated)	6.1	102.6	/	7.5	1.1	-3.9	91.7	1.8	63.5*	5.3
COc1ccc(CNC(=O)c2c(F)c(F)c(F)c(F)c2F)cc1	-0.4	87.7	45.7	9.8	-2.3	1.5	85.1	2.4	-23.8	-0.4
CCSc1nc(=O)n(-c2ccccc2)c(C)c1C(C)=O	1.4	105.2	/	15.5	-0.9	-0.4	96.9	2.4	-29.1	-1.5
Cc1ccc(-c2nc3cc(N)ccc3o2)c(C)c1	7.5	99.8	/	33.6	-5.9	-0.7	85.7	-2.2	-21.9	-26.0
O=C(COc1ccc(Cl)cc1)N1CCN(c2ncccn2)CC1	-6.8	99.0	8.4	5.1	0.9	-2.5	93.1	-0.5	20.1	-5.4
Cc1c(C(=O)NCCc2ccccc2)oc2ccc(S(=O)(=O)N3CCC4(CC3)OCCO4)cc12	-4.3	56.3	9.7	10.4	-0.8	/	66.9	1.4	-62.9	-15.4
CC1=CC(C)C2C(=O)N(CCC[N+](C)(C)C)C(=O)C2C1 (configuration not stated)	-1.2	90.9	12.6	17.9	-1.1	-0.5	99.8	-1.1	1.2	-0.8
N#C/C(C(=O)NCc1ccccc1)=C1/SC(Cc2ccc(Cl)cc2)C(=O)N1c1ccccc1 (configuration not stated)	6.0	94.1	-11.0	8.9	0.4	1.2	85.3	4.9	-49.7	5.3
Cc1ccc(CSCC(N)C(=O)O)cc1 (configuration not stated)	4.3	94.7	/	3.7	1.4	-1.3	94.0	8.0	-9.0	2.4
CCOC(=O)c1c(NC(=O)C(F)(OC)C(F)(F)F)sc2c1CCN(C)C2 (configuration not stated)	-7.3	70.0	-41.0	11.6	-1.6	/	91.9	-0.2	-14.9	-16.8
N#Cc1cnn2cc(-c3ncc(C(F)(F)F)cc3Cl)cnc12	10.1	108.5	3.8	3.5	0.6	-0.4	105.5	1.4	-55.0	-7.4
C=CCn1c(SCC(=O)NCC(=O)OCC)nnc1-c1ccccn1	0.0	102.9	/	12.6	-0.8	-1.7	97.7	-0.7	-4.4	-4.0
CCc1ccc(NC(=O)c2ccc3c(c2)C(=O)N(Cc2ccco2)C3=O)cc1	-11.6	82.1	-23.2	13.7	-2.3	2.5	82.7	-0.7	-7.3	-9.6
CCc1ccc(OCC(=O)NCCN(C)C)c(Br)c1	2.0	86.1	/	3.2	-2.0	/	86.5	4.2	-13.1	-4.2
Cc1ccc2nc(-c3cccc(N)c3)oc2c1	9.7	93.3	/	1.4	-1.0	1.0	92.0	2.2	-46.5	-16.1
O=C(Cc1cn2ccsc2n1)NCCc1ccc(F)cc1	4.8	115.7	-42.6	4.3	-1.4	-1.1	103.5	-1.3	-57.5	-9.3
CCOCCCN1CN(Cc2ccccc2)CNC1=S	-13.7	87.9	/	3.6	0.7	-11.7	89.1	3.4	-26.3	1.7
CCCCCCc1cc2cc(S(=O)(=O)c3ccc(C)cc3)c(=O)oc2cc1O	-16.3	95.6	18.7	6.4	-1.1	/	77.8	1.6	-23.8	2.2
O=C(Nc1ccc2nc3n(c(=O)c2c1)CCCCC3)c1ccccn1	9.8	107.9	3.5	20.3	-0.3	-0.4	102.3	1.0	3.0	10.7
COc1ccc(C(=O)N/C(=C\c2ccc3c(c2)OCO3)C(=O)NCCc2nc3ccccc3[nH]2)cc1	-1.3	92.2	-3.8	7.7	-3.2	/	96.5	3.0	-26.3	-1.4
Cc1ccc2c(Cl)cc(Cl)c(OCC(=O)OCC(=O)Nc3ccc(C#N)cc3)c2n1	-0.4	102.5	/	13.4	-0.9	0.9	99.6	1.3	-41.6	6.7
O=[N+]([O-])c1ccc(N2CCN(CCOc3nonc3-c3ccccc3)CC2)c(Cl)c1	-4.2	69.9	14.4	38.3*	-2.1	/	80.7	-1.3	-36.0	-20.7
Cc1c(C(=O)N2CCOCC2)[nH]c2c1C(=O)CC(c1ccc(Cl)cc1)C2 (configuration not stated)	-3.7	89.5	-1.2	6.4	1.2	/	94.3	0.4	-27.3	-14.5
Cc1ccc(C(=O)Nc2nc3c(s2)CCCC3)o1	-4.9	95.1	5.1	5.4	-0.5	-1.0	86.9	-1.6	-40.3	-0.3
C=CCOc1ccc(CN(C)CC(=O)N(CC(C)C)c2c(N)n(CC(C)C)c(=O)[nH]c2=O)cc1	-4.3	94.3	-19.0	2.9	-0.9	-0.5	88.0	0.3	-20.1	-9.9
Cc1ccc(C)c2[nH]c(=O)c(CN(Cc3nnnn3C3CCCCC3)CC3CCCO3)cc12 (configuration not stated)	-4.0	95.9	-0.7	8.3	-1.8	2.2	86.9	5.4	-16.2	-1.1
COc1cccc(-c2cc(C(F)(F)F)nc(NCc3ccco3)n2)c1	-2.9	74.7	29.3	10.3	-2.4	/	80.7	13.8	-72.0	-8.9
COc1ccccc1NC=C1C(=O)OC2(CCCCC2)OC1=O	-14.1	107.3	-17.2	15.4	0.6	0.0	98.0	2.1	-78.3	-0.5
Cc1nn(Cc2c(F)c(F)c(F)c(F)c2F)c(C)c1NC(=O)c1c([N+](=O)[O-])c(C)nn1C	5.8	90.0	-9.3	6.3	-1.3	-1.3	94.3	13.1	-39.4	-10.2

Structures from the list above that contain a nitro group on carbon (two):
SMILES	GALR2 antag	PTEN del growth	E-sel TNF inh	Measles CPE	MRP1 act	Phagocyt inh	bCat KO growth	NPY-Y2 antag	Yeast growth inh	Yeast lifespan up
O=[N+]([O-])c1ccc(N2CCN(CCOc3nonc3-c3ccccc3)CC2)c(Cl)c1	-4.2	69.9	14.4	38.3*	-2.1	/	80.7	-1.3	-36.0	-20.7
Cc1nn(Cc2c(F)c(F)c(F)c(F)c2F)c(C)c1NC(=O)c1c([N+](=O)[O-])c(C)nn1C	5.8	90.0	-9.3	6.3	-1.3	-1.3	94.3	13.1	-39.4	-10.2

Next compounds follow.
SMILES	GALR2 antag	PTEN del growth	E-sel TNF inh	Measles CPE	MRP1 act	Phagocyt inh	bCat KO growth	NPY-Y2 antag	Yeast growth inh	Yeast lifespan up
CC(C)CCCC(C)NS(=O)(=O)Cc1ccccc1 (configuration not stated)	-8.4	90.8	26.2	20.7	0.2	1.0	96.0	1.6	-20.6	-3.8
COc1cc(-c2cc(C(=O)Nc3c(Cl)cc(Cl)cc3Cl)c3ccccc3n2)cc(OC)c1OC	5.0	24.8	-31.4	8.4	-2.4	1.0	40.1	40.1*	-34.9	3.7
[O-][n+]1c2ccc3nonc3c2nn1-c1ccccc1Cl	14.4	99.4	-19.1	9.0	-2.3	2.3	101.6	1.1	2.4	-12.2
CC(C)=CCCC(C)CN(C)CCc1ccccn1 (configuration not stated)	-7.9	85.9	-36.8	/	-1.6	-1.1	80.6	2.5	-18.7	-5.7
COCCCNC(=O)C(Cc1ccccc1)NS(=O)(=O)c1ccc2c(c1)c(=O)n(C)c(=O)n2C (configuration not stated)	-4.3	83.1	-13.2	7.3	0.2	/	99.4	0.3	-15.6	-14.6
COc1ccc(C(=O)N/N=C/c2ccc(OC)c(CN3CCCc4ccccc43)c2)cc1	11.2	76.3	-7.4	16.7	-1.2	-3.0	80.3	1.6	-64.2	2.5
Cc1ccc(-n2nnnc2-c2ccco2)cc1	9.5	96.9	6.9	19.4	-1.6	/	97.7	1.4	-5.6	/
CCOc1ccc(C(C)=O)cc1COC(=O)C1=COCCO1	-4.9	104.3	24.0	13.8	0.0	0.7	107.9	-0.8	-51.5	-3.4
O=C(Nc1ccccc1O)c1cc(S(=O)(=O)N2CCOCC2)c(Cl)cc1Cl	14.2	68.1	23.0	/	-1.3	-0.6	64.5	1.6	-6.6	-8.3
COCCNC(=O)C(=O)N/N=C/c1ccccc1C(F)(F)F	-3.6	90.5	-9.4	5.3	0.4	/	87.3	0.1	-32.3	/
CCOC(=O)c1ccc(NC(=O)CSc2nnc(-c3cccs3)n2C)cc1	3.7	110.6	12.7	17.1	-0.6	-1.8	107.3	1.2	-35.2	-4.8
COC(=O)c1sccc1NC(=O)c1csc(C)c1	4.7	86.6	-27.5	25.4*	-5.2	-0.2	87.1	1.4	-10.6	-24.6
CCCCOc1ccc(C(=O)NCC(=O)NCC(=O)OCC)cc1	8.2	90.3	-7.7	3.0	-2.0	3.1	96.6	3.3	-0.2	0.0
O=c1cc(NC2CCCCCC2)[nH]c(=O)[nH]1	4.3	102.5	-22.8	27.3	-1.0	-1.5	89.5	-1.6	-18.7	-15.7
C=CCn1c(SCC(=O)Nc2nccs2)nnc1-c1ccco1	7.4	99.9	-5.7	7.6	-1.3	/	98.3	0.7	-12.3	-6.5
C=C(C)c1cccc(C(C)(C)NC(=O)NCC2CCCO2)c1 (configuration not stated)	-5.2	96.8	21.6	19.9	-2.9	0.2	98.8	1.6	-23.6	-3.6
Cc1ccc(NC(=O)CSCC#N)cc1	2.1	116.0	10.2	7.3	0.5	-1.4	95.8	2.0	-17.5	-7.5
CC(NC(=O)C1CCN(S(=O)(=O)c2cc([N+](=O)[O-])ccc2Cl)CC1)c1ccccc1 (configuration not stated)	17.6	83.1	/	13.5	-3.8	-5.6	79.2	0.2	-36.2	7.1
COC(=O)C1=C(C)NC2=C(C(=O)CC(C)(C)C2)C1c1cn(Cc2ccc(Br)cc2)nc1-c1ccccc1 (configuration not stated)	2.8	47.1	-14.4	20.6	-1.7	/	40.2	1.2	-12.2	-9.1
CCOC(=O)c1ccc(NC(=O)Cn2nnc(-c3ccccc3C)n2)cc1	19.1	76.6	/	3.0	-2.0	-4.3	78.4	9.6	-34.9	-5.9
CC(C)NC(=O)c1nn(C)c2ccccc12	1.2	97.5	5.0	21.2	0.0	-3.2	93.4	2.9	-12.7	-5.3
COc1ccc(CNC(=O)COC(=O)c2n[nH]c3ccccc23)cc1	-1.8	95.1	1.7	8.8	-1.3	-0.5	91.7	2.6	-27.8	-16.6
COc1ccc(C(=O)NNC(=O)Cc2ccc([N+](=O)[O-])cc2)cc1	-11.7	94.3	8.7	13.1	2.5	-8.1	85.5	-1.1	-25.5	1.3
COc1cc2c3nnc(-c4ccc(F)cc4)c-3cn(Cc3ccccc3)c2cc1OC	-2.4	1.6*	15.0	26.3	-3.3	-0.4	1.1*	1.6	-3.7	-5.2
Cc1cc(C(N)=O)c2ccccc2n1	15.0	90.1	/	4.7	-2.7	-0.9	98.6	4.7	-23.2	-7.4
CCN(CC)C(=O)CSc1nnc(-c2ccco2)n1N	9.7	94.6	1.9	8.0	0.8	/	95.4	-1.8	-32.6	-17.1
O=C(/C(=N\Nc1ccc([N+](=O)[O-])cc1)Sc1nnnn1-c1ccccc1)c1ccccc1	1.0	87.5	/	15.9	-0.8	-6.9	87.5	1.9	-24.8	10.9

Compound activity as filed in PubChem BioAssay.
